Screening data from PubChem BioAssay.
D1 antagonist: Antagonist of Human D 1 Dopamine Receptor: qHTS; D(1A) dopamine receptor (Homo sapiens), P21728; HEK293 TREx D1 cells, calcium flux, dopamine EC80; active compounds read low; activity change, negative = inhibition, % at 10 µM; hit rate 3.2% among 360,000; AID 504652, 2011; in the data active means activity change below about -30%; further: on the % scale 0 is the no-effect control and ±100 the full control effect
Target sequence (P21728 whole entry, looked up): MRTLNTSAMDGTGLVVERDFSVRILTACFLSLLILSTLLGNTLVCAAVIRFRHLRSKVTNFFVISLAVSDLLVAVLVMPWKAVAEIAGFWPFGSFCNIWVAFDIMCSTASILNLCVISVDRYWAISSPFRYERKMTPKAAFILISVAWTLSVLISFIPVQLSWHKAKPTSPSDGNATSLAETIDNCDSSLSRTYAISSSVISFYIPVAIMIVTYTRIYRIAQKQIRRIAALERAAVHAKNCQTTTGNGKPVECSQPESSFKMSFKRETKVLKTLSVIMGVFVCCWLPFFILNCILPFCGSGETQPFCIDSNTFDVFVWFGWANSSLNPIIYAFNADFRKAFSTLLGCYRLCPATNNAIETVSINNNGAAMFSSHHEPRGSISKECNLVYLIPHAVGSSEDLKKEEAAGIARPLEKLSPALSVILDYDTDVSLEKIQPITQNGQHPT
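Antagonism measured as reduced calcium response to an EC80 dopamine addition following 180 s compound pre-read; cells were inducible HEK293 Trex D1 plated overnight at 30 C, read kinetically at 1 cycle/sec.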
TRHR enhancer: qHTS for Small Molecule Agonists and Allosteric Enhancers of Human TRH Receptor: Primary Screen for Enhancers | hit rate 0.66% among 360,000 | enhancement, % at 2 µM | AID 493056, 2011 | TRHR cells, fluo-8 calcium fluorescence, EC20 TRH enhancement; in the data active means enhancement above about 30%; further: 0% is about no effect
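TRHR-expressing cells loaded with fluo-8 calcium dye were read kinetically (ex 480/em 530) during compound addition, then stimulated with an EC20 of TRH (10 nM final). Enhancement of the Gq-mediated intracellular calcium response was scored.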
RXFP1 antag: qHTS Assay for Antagonists of the Relaxin Receptor RXFP1. Relaxin receptor 1 (Homo sapiens), Q9HBX9. HEK293-RXFP1, relaxin-stimulated cAMP HTRF, 30 min; active compounds read low. activity change, negative = inhibition, % at 57.5 µM. hit rate 0.59% among 350,000. AID 1259400, 2018;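 active means activity change of -60% or lower, but not beyond a set lower limit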; further: on the % scale 0 is the no-effect control and ±100 the full control effect
TRHR ag: qHTS for Small Molecule Agonists and Allosteric Enhancers of Human TRH Receptor: Primary Screen for Agonists. Thyrotropin-releasing hormone receptor (Homo sapiens), P34981. TRHR cells, calcium flux fluo-8, FDSS agonist mode. activation, % at 2 µM. hit rate 0.18% among 360,000. AID 493084, 2011; further: 0% is about no effect
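Steps: seed TRHR cells overnight; add fluo-8 no-wash Ca dye, RT 30 min–1.5 h; record 10 s baseline; pin-transfer compounds; monitor fluorescence 1 cycle/s for the agonist window. Calcium increases flag candidate agonists.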
D1 ag: Allosteric Agonists of the Human D1 Dopamine Receptor: qHTS; HEK293 T-REx D1 cells, calcium flux, agonist mode; activation, % at 2 µM; hit rate 1% among 360,000; further: 0% is about no effect
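Tetracycline-induced HEK293 TREx D1 cells, force-coupled to calcium signalling, were dye-loaded with a no-wash calcium kit. Compound was pin-added after a 10 s baseline. Fluorescence was read kinetically at 1 cycle/s for 180 s, with calcium rises flagged as agonism.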
D1 PAM: Potentiators of Human D1 Dopamine Receptor: qHTS | HEK293 TREx D1 cells, calcium flux, dopamine EC20 potentiation | potentiation, % at 10 µM | hit rate 0.036% among 360,000; in the data active means potentiation above about 30%; further: 0% is about no effect
D2 ag: HTS Assay for Allosteric Agonists of the Human D2 Dopamine Receptor: Primary Screen for Agonists; D(2) dopamine receptor (Homo sapiens), P14416; HEK293 T-REx D2 cells, calcium flux agonist mode; activation, % at 2 µM; hit rate 0.53% among 340,000;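 active means activation over 3 SD above normal in the single-dose calcium agonist read, cut at about 30% in these data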; further: 0% is about no effect
Target sequence (P14416 whole entry, looked up): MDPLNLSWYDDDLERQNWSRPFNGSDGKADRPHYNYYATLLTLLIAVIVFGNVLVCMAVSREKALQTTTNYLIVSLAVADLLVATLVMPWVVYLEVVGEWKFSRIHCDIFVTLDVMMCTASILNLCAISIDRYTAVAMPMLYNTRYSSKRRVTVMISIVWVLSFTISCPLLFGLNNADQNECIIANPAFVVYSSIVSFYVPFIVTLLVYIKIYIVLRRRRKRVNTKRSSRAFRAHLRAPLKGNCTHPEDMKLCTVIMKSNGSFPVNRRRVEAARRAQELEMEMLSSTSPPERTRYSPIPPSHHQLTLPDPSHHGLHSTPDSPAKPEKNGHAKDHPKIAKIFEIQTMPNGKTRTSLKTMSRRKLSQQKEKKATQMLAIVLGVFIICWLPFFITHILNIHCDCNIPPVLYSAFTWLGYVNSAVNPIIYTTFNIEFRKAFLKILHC
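Agonism scored from kinetic calcium signal (1 read/sec, 180 s) following compound pin transfer, after a 10 s baseline. Cells: HEK293 Trex line expressing inducible D2 receptor coupled to calcium, dye-loaded after overnight culture at 30 C.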
D2 antag: HTS Assay for Allosteric Antagonists of the Human D2 Dopamine Receptor: Primary Screen for Antagonists; D(2) dopamine receptor (Homo sapiens), P14416; hit rate 2% among 340,000; HEK293 TREx D2 cells, calcium flux, dopamine EC80; inhibition, % at 10 µM; in the data active means inhibition above about 30%; further: 0% is about no effect
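Antagonism is scored as inhibition of an EC80 dopamine-evoked calcium signal in a force-coupled, tetracycline-inducible HEK293 T-REx D2 line, with compound present 180 s before agonist.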
D2 PAM: HTS Assay for Positive Allosteric Modulators of the Human D2 Dopamine Receptor: Primary Screen for Potentiators; AID 485347, 2010; hit rate 0.34% among 340,000; HEK293 T-REx D2, calcium flux, EC20 dopamine potentiation; D(2) dopamine receptor (Homo sapiens), P14416; potentiation, % at 10 µM;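 active means potentiation over 3 SD above the plate norm, cut at about 30% in these data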; further: 0% is about no effect
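Tetracycline-induced Hek293 Trex D2 cells, force-coupled to calcium, loaded with no-wash calcium dye. Compound added with 180 s kinetic read for agonism, then EC20 dopamine and a further 180 s read for potentiation.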
Starred values were filed as active, the others as inactive; x = no result given. Unless noted, no stated cut-off is given here; in the data, active means activation above about 30%; inactive means the rest.

compound,D1 antagonist,TRHR enhancer,RXFP1 antag,TRHR ag,D1 ag,D1 PAM,D2 ag,D2 antag,D2 PAM
O=C(O)c1ccc2c(c1)C(=O)N([C@H](Cc1ccc3ccccc3c1)C(=O)O)C2=O,-7,15,x,-0.5,2,4,x,x,x
Cc1ccc(S(=O)(=O)Nc2ccc(N(C)C)cc2)cc1,-8,1,0,-1.5,2,2,-1.5,3,4
Cc1ccc(-c2cc(-c3ccc(F)cc3)nc(N)c2C#N)o1,-59*,1,-5,0.9,2,-8,-0.4,-13,19
O=C(CC(=O)N/N=C/c1ccc(F)cc1)N/N=C/c1ccc(F)cc1,-6,-2,1,0.2,3,-10,-0.1,-8,-8
COc1ccc(Cl)cc1NC(=O)CC(C)=O,-3,1,-13,0.2,0,-4,0.4,11,-3
COc1ccc(C(=O)N2CCN(c3nnnn3-c3ccccc3)CC2)cc1OC,-19,4,0,-0.6,3,-8,0.0,8,3
CCCCc1ccc(/C=C(\C#N)C(N)=S)s1,-1,-4,-12,-0.6,4,2,0.6,-3,-1
O=C(CN1CCC(O)(c2ccccc2F)CC1)NCCc1c[nH]c2ccccc12,-9,2,-24,0.2,3,-1,0.0,86*,-26
CC(C)c1ccc(S(=O)(=O)N2CCC(C(=O)NCC3(N(C)C)CCCCC3)CC2)cc1,15,-4,-11,-0.2,12,-2,0.6,2,-11
O=C1C=C(NCc2ccc(Cl)cc2)CCC1,-6,1,x,-1.3,0,-4,-0.4,3,2
CCOc1ccc(NC(=O)c2sc(N3CCOCC3)nc2-c2ccccc2)cc1,-3,-2,-14,0.9,0,-5,1.4,1,-12
Cc1cc(C)c2c(=O)cc(C(=O)Nc3sc4c(c3C(=O)NCc3cccnc3)CCCC4)oc2c1,5,2,9,-0.4,0,0,0.2,x,-3
Cc1cc(N/N=C/c2ccccc2Br)nc2ccccc12,56,-2,-12,0.2,6,-2,-1.5,2,-6
Cc1cc(C)c2c(CC(=O)O)coc2c1,-3,16,-3,0.0,2,-4,0.1,4,-4
CCOC(=O)c1cc(-c2ccc(F)cc2)n(CC(=O)NCc2cccnc2)c1C,-2,-1,0,0.0,1,-4,-0.2,-6,7
O=C(Nc1cccc2oc(=O)ccc12)c1ccc([N+](=O)[O-])cc1[N+](=O)[O-],1,2,1,0.0,2,-4,0.9,7,7
Cn1c(=O)[nH]c(=O)c2c1nc(SCCN1CCCCC1)n2Cc1ccccc1,6,-7,-7,1.1,1,-3,1.1,-9,x
COc1ccc2nc(N/C(=N/S(=O)(=O)c3cccs3)c3ccccc3Cl)sc2c1,8,-1,-15,-1.0,1,-3,-4.4,-8,13
CN(C(=O)c1ccc(NC(=O)Cc2ccc(NC(=O)C3CCN(C(=O)C4CCCCC4)CC3)cc2)cc1)C1CC1,3,4,x,0.6,2,-3,0.0,-7,-1
Cc1ccc(Cl)cc1N1CCN(C(=O)C2CCC(=O)N(C3CCCCCC3)C2)CC1 (stereo not drawn),-25,-8,3,0.0,19,-1,1.9,6,2
O=C(OCc1nnc(-c2ccccc2)o1)C1=COCCO1,0,0,4,-0.5,2,-2,0.7,-2,5
Cc1cccc2cc(C#N)c(NCCCn3ccnc3)nc12,4,0,0,-0.5,3,2,0.9,-17,7
CCN(CC)CCC(c1cc(OC)c(OC)c(OC)c1)c1c(OC)cc(OC)c2c(-c3ccccc3)cc(=O)oc12 (stereo not drawn),18,2,x,0.8,10,0,-1.2,-23,19
CC1Cc2ccccc2N1C(=O)c1cnc2ccccn2c1=O (stereo not drawn),-4,-5,-8,-0.3,0,-3,2.2,-11,x
CN(C)C(=O)c1ccc(NC(=O)CN2C(=O)NC3(CCCc4ccccc43)C2=O)cc1 (stereo not drawn),18,11,-12,-1.4,-2,-5,-1.0,-12,3
COc1cccc(NC(=O)c2cnc(SC)nc2C)c1,1,-4,-4,0.5,3,-6,-1.8,-13,-6
Cc1csc(NC(=O)CSc2nc(=O)cc(N)n2-c2ccc(F)cc2)n1,-12,-10,17,0.6,3,-2,-0.3,24,6
C=CCOc1c(Br)cc(CNn2cn[nH]c2=S)cc1OC,-2,-1,12,0.2,1,-1,0.2,-13,9
CNC(=O)COc1ccc(Nc2nnc(-c3ccc(C)c(S(N)(=O)=O)c3)c3ccccc23)cc1,1,-4,-1,-0.4,3,0,0.9,3,1
Cc1cccc(NC(=S)NNC(=O)c2nn(C)cc2Cl)c1,3,-6,26,-0.1,1,-2,0.2,-5,0

Record cards, from the list above. Screens in order: D1 antagonist | TRHR enhancer | RXFP1 antag | TRHR ag | D1 ag | D1 PAM | D2 ag | D2 antag | D2 PAM
CC(C)c1ccc(S(=O)(=O)N2CCC(C(=O)NCC3(N(C)C)CCCCC3)CC2)cc1 as listed: 15 | -4 | -11 | -0.2 | 12 | -2 | 0.6 | 2 | -11
CN(C(=O)c1ccc(NC(=O)Cc2ccc(NC(=O)C3CCN(C(=O)C4CCCCC4)CC3)cc2)cc1)C1CC1 as listed: 3 | 4 | x | 0.6 | 2 | -3 | 0.0 | -7 | -1
Cc1ccc(Cl)cc1N1CCN(C(=O)C2CCC(=O)N(C3CCCCCC3)C2)CC1 (stereo not drawn) as listed: -25 | -8 | 3 | 0.0 | 19 | -1 | 1.9 | 6 | 2
Cn1c(=O)[nH]c(=O)c2c1nc(SCCN1CCCCC1)n2Cc1ccccc1 as listed: 6 | -7 | -7 | 1.1 | 1 | -3 | 1.1 | -9 | x
C=CCOc1c(Br)cc(CNn2cn[nH]c2=S)cc1OC as listed: -2 | -1 | 12 | 0.2 | 1 | -1 | 0.2 | -13 | 9

Further records:
compound,D1 antagonist,TRHR enhancer,RXFP1 antag,TRHR ag,D1 ag,D1 PAM,D2 ag,D2 antag,D2 PAM
O=[N+]([O-])c1ccc(OCc2nnc(-c3ccccc3)o2)cc1,-10,-6,4,0.4,2,-4,-0.4,8,-6
CCOC(=O)c1cccc(NC(=O)c2ccc3snnc3c2)c1,-23,4,x,0.0,14,-4,x,x,-9
COc1cc2[nH]c(=O)n(CCC(=O)N3CCN(Cc4ccc5c(c4)OCO5)CC3)c(=O)c2cc1OC,4,-5,2,0.6,4,-6,-0.4,17,-2
O=C(Oc1cccc(C(=S)N2CCOCC2)c1)c1ccc([N+](=O)[O-])cc1,13,-4,-7,0.5,6,x,0.0,3,-1
Cc1cc(C)nc(/N=C(\N)Nc2ccc(C(C)C)cc2)n1,-23,-1,-12,7.0,35*,0,9.5,-1,-1
CC(C)(C)c1cc(C(=O)NN)n(Cc2ccc(Cl)cc2Cl)n1,-28,-2,-16,1.7,1,-4,4.2,12,-8
O=C(COc1ccccc1/C=C1\SC(=O)NC1=O)Nc1ccccc1,-5,7,6,-0.1,6,0,-1.0,7,4
CCc1ccc(NS(=O)(=O)c2cc3c(cc2C)n(C)c(=O)c(=O)n3C)cc1,3,-1,x,-0.4,2,-4,0.4,0,11
Cc1nc2c(sc3nc4c(cc32)COC(C)(C)C4)c(=O)n1CC(=O)NCc1ccco1,2,5,2,0.5,2,-3,0.8,-12,0
COc1cc(NC(=O)CN(C)S(=O)(=O)c2ccc3c(c2)CC(C)N3C(C)=O)cc(OC)c1OC (stereo not drawn),-2,1,-5,-0.9,0,-7,0.0,-2,-3
O=C(NCCC1=CCCCC1)C1CCN(C(=O)N2CCOc3ccccc32)CC1,-2,3,-17,-0.3,1,0,0.9,x,-5
CN1CCN(c2ccc(Cl)cc2NC(=O)c2ccc(S(=O)(=O)N3CCCCCC3)cc2)CC1,2,-10,-10,0.0,3,2,0.4,0,-6
O=C(NCCc1c[nH]c2ccccc12)c1ccc(F)cc1F,-17,-1,4,-0.6,1,-6,-0.8,13,4
Cc1cc(C)cc(NC(=O)CN(c2ccc(F)cc2)S(C)(=O)=O)c1,-9,10,-13,-0.9,5,4,0.2,-4,13
O=S(=O)(Cc1ccccc1)N1CCN(c2ncccn2)CC1,-51*,6,4,0.1,4,-7,0.5,-22,-5
COCCCN1CC(=O)N2C(c3ccc(C)cc3)c3[nH]c4ccccc4c3C[C@H]2C1=O (stereo partly drawn),9,4,-2,0.9,3,0,2.3,-7,9
Nc1nc(SCc2ccc3c(c2)OCCO3)n[nH]1,6,-3,5,-0.1,1,-2,-0.9,-8,9
CC1CC(C)CN(C(=O)/C=C/c2ccc([N+](=O)[O-])s2)C1 (stereo not drawn),10,-11,-1,0.2,9,3,-0.2,1,-15
Cc1cc(C)cc(-n2nnc(-c3nsc(NC(=O)c4ccccc4Cl)n3)c2C)c1,1,-3,x,-0.9,-2,0,-0.1,x,1
Cc1nnc(N2CCCC(C(=O)NCc3ccccc3F)C2)c2nn(-c3ccc(Cl)cc3)c(C)c12 (stereo not drawn),15,-1,-3,-0.9,1,-1,-1.0,x,-1
CCOC(=O)N1CCN(C(=O)Nc2ccccc2Cl)CC1,-6,3,-5,0.1,5,3,0.5,-15,1
O=C(c1ccc(S(=O)(=O)N2CCCCC2)cc1)N1CCCc2ccccc21,2,-6,-7,-0.5,3,-4,0.1,21,-2
CC1CN(c2nc3ccccc3nc2C(C#N)C(=O)OC2CCCCC2)CC(C)O1 (stereo not drawn),10,5,-3,0.0,0,0,-2.4,12,16
